High-throughput results deposited in PubChem by National Center for Advancing Translational Sciences (NCATS).
G9a inh: inhibitors of human histone lysine methyltransferase G9a | G9a H3K9 monomethylation, AlphaScreen, 2 h | Potency, µM (doses to about 102 µM), for inactives: at the top dose activity, negative = inhibition, actives largely listed as inhibitors | 350,000 tested, 8.8% active | AID 504332; further: potency means the concentration at half of the fitted maximal effect; on the % scale 0 is the no-effect control and ±100 the full control effect; nearly all actives have a fitted effect of over 75% in size
Target sequence (Q96KQ7 913-1193 limits assumed): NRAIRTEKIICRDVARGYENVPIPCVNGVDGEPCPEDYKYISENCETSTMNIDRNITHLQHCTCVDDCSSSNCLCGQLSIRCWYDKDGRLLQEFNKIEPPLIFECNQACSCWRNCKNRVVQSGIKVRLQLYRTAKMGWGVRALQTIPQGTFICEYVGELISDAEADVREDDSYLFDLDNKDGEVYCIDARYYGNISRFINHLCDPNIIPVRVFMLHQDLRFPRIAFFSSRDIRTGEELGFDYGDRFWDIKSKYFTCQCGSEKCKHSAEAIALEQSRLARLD
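G9a (20 nM) preincubated 15 min RT with compounds, then 500 nM biotinylated H3K9 peptide and 20 uM SAM added; 2 h RT reaction. Monomethyl-H3K9 product detected by AlphaScreen with anti-H3K9me1 antibody, streptavidin donor and anti-rabbit IgG acceptor beads.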
BAZ2B inh: blocks human BAZ2B | Q9UIF8 | Potency, µM (titrated, usually from 114 µM), without a hit: at the highest dose activity change, negative = inhibition, usual class: inhibitors | 360,000 tested, 4.4% active | AlphaScreen BAZ2B-H3K14Ac peptide displacement; further: potency means the concentration at half of the fitted maximal effect; on the % scale 0 is the no-effect control and ±100 the full control effect; nearly all actives have a fitted effect of over 60% in size
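Multi-concentration screen (max 110 uM) measuring displacement of acetylated histone H3 peptide from BAZ2B by AlphaScreen, using 50 nM protein, 50 nM peptide and 10 ug/mL streptavidin donor plus Ni-chelate acceptor beads.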
GLS inh: glutaminase GLS (human) inhibition; AID 624170; 410,000 tested, 0.21% active; O94925; GLS enzymatic activity, qHTS titration; Potency, µM (series often up to 45.5 µM), without a hit: at the highest dose activity change, negative = inhibition, actives largely listed as inhibitors; further: potency means the concentration at half of the fitted maximal effect; on the % scale 0 is the no-effect control and ±100 the full control effect
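Two-point fluorescence kinetic (t0, 30 min RT) for hKGA; glutamate detected via glutamate oxidase–HRP–Amplex Red. Substrate: 1 mM L-glutamine solution; buffer 45 mM KH2PO4, pH 8.2.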
HP1b chromo inh: HP1-beta chromodomain-methylated histone interaction inhibition. P83916. AlphaScreen HP1-beta / biotin-H3K9me3 peptide binding. Potency, µM (top dose mostly 114 µM), for inactives: at the top dose activity change, negative = inhibition, usual class: inhibitors. 390,000 tested, 0.56% active; further: potency means the concentration at half of the fitted maximal effect; nearly all actives have a fitted effect of over 70% in size; inactives centre near 23
Target sequence (P83916 whole entry, looked up): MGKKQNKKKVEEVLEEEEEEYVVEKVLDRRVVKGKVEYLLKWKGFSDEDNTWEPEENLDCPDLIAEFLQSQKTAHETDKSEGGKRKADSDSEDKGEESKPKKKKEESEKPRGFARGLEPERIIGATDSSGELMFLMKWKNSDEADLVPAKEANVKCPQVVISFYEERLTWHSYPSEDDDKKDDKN
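Compound inhibition of the preformed complex between 50 nM HP1-beta and 50 nM biotinylated H3K9me3 peptide was read by AlphaScreen. Buffer was PBS pH 7.4 with 0.01% Tween-20. Incubations ran 30 min at room temperature, with 10 ug/mL donor/acceptor beads.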
JMJD2A Tudor inh: blocks the human JMJD2A Tudor domain; AlphaScreen JMJD2A-Tudor / H3K4me3 peptide binding; O75164; Potency, µM (doses to about 114 µM), inactives show at the top dose activity change, negative = inhibition, hits mostly inhibitors; 390,000 tested, 4.4% active; further: potency means the concentration at half of the fitted maximal effect; on the % scale 0 is the no-effect control and ±100 the full control effect; nearly all actives have a fitted effect of over 50% in size
ERG-DNA inh: ERG Ets/DNA interaction inhibition | AID 624246 | fluorescence polarization, His-ERG Ets domain / labelled DNA | P11308 | Potency, µM (series often up to 76.9 µM), inactives show at the top dose FP activity, negative = inhibition, actives largely listed as inhibitors | 370,000 tested, 0.028% active; active means well fitted inhibition curve with a large enough effect in the polarisation, with a control signal flat; inconclusive means small, poorly fitted or top-dose-only effect, or effect the other way, or a change in a side signal; inactive means no such curve, though single readings can be large or run the other way; the % refers to the polarisation;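 further: polarization taken with two DNA probes labelled with fluorescein and Texas red; potency means the concentration at half of the fitted maximal effect; % of control where 0% means no effect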
Target sequence (P11308 whole entry, looked up, the tested form may be a part): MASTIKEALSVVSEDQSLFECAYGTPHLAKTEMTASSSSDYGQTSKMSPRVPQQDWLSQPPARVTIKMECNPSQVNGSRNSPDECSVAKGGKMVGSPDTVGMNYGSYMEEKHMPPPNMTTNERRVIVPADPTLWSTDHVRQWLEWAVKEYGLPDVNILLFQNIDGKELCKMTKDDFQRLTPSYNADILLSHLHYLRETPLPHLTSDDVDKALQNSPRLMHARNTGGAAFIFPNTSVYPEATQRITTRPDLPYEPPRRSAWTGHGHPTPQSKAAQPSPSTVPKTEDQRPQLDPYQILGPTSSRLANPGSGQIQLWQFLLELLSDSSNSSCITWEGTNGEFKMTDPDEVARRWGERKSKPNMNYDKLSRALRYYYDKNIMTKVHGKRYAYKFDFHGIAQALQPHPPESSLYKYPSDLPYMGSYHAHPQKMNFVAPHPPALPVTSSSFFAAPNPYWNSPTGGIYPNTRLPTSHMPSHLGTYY
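His-tagged ERG Ets domain (1 uM in the protein solution; 300mM KCl, 50mM Tris-HCl, 1mM EDTA, 1mM DTT, pH 7.5) received compound, then a probe mix of 5 nM fluorescein-DNA and 100nM Texas-615-DNA. Fluorescence polarization was read for both dyes.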
Pin1 inhibitor: inhibitors of human Pin1 | Pin1 FP peptide displacement, HiFluor488, 10 min | Q13526 | 390,000 tested, 0.009% active | Potency, µM (titrated, usually from 115 µM), for the others: at the highest dose activity, negative = inhibition, actives largely listed as inhibitors | AID 504891; active means well fitted inhibition curve with a large enough effect in the polarisation, with a control signal flat, not every such curve was filed as active; inconclusive means small, poorly fitted or top-dose-only effect, or effect the other way, or a change in a side signal; inactive means no such curve, though single readings can be large or run the other way; the % refers to the polarisation; further: potency means the concentration at half of the fitted maximal effect; on the % scale 0 is the no-effect control and ±100 the full control effect
PGK inhibitor: T. brucei PGK inhibition; AID 602233; 380,000 tested, 0.043% active; Potency, µM (doses to about 57.5 µM), inactives show top-dose activity change, negative = inhibition, most hits filed as inhibitors; P07378; PGK/GAPDH coupled, Kinase-Glo luminescence, 60 min; further: potency means the concentration at half of the fitted maximal effect; on the % scale 0 is the no-effect control and ±100 the full control effect; nearly all actives have a fitted effect of over 60% in size
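Luminescent ATP detection (Kinase-Glo Plus) follows a 60-minute room-temperature incubation, with wells lacking PGK as controls. Buffer: 100 mM TEA (pH 7.6), 5 mM MgCl2, 0.01% Tween-20. Coupling enzyme GAPDH (100 nM final) supplies unstable 1,3-BPG in-well.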
PI4K2A inh: inhibitors of human PI4K2A. purified PI4K2A, ADP-Glo luminescence, 1 h; hits give low values. 420,000 tested, 0.13% active. AID 1346378. Q9BTU6. activity change, negative = inhibition, % at 76.9 µM; in the data active means activity change below about -50%; inconclusive means mostly about -30% to -49%;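 further: -100% = wells without enzyme as full effect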
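PI4K2A activity was measured by ADP-Glo luminescence: enzyme (4 ug/mL stock) and phosphatidylinositol (1.2 mM stock) in Tris pH 7.5/MgCl2/EGTA/Triton X-100 buffer were reacted with ATP (300 microM stock) for one hour at ambient temperature.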
Numbers without * were called inactive; i = inactive; ? = inconclusive; / = no result given; & = joins results of further samples; [ ] = dose if it differs, or a comment. Unless noted, the call rests on the fitted dose curve; in most records, active means well fitted curve in the direction sought with a large enough effect; inconclusive means small, poorly fitted or top-dose-only effect, or another doubt; inactive means no such curve, though single readings can be large; an effect the other way counts as inactive or inconclusive.

Values run as follows: JMJD2A Tudor inh, GLS inh, G9a inh, HP1b chromo inh, PI4K2A inh, Pin1 inhibitor, PGK inhibitor, BAZ2B inh, ERG-DNA inh
1. C[C@]12CCC(=O)C=C1C=C[C@@H]1[C@@H]2CC[C@@]2(C)[C@H]1CC[C@@]2(O)CCC(=O)O
  -23%, 0%, -1%[59 µM], 36%, -7, -2%, 0%, 11%, 13%
2. N=c1sccn1Cc1ccccc1F
  -10%, -6%, -6%, 30%, 1, -1%, -7%, -8%, -9%
3. Cc1ccc2c(c1)c(C1=c3ccccc3=NC1=O)c(O)n2C
  -23%, 4%, /, -18%, 1, 5%, 6%, ?, 1%
4. COc1ccc(-n2c(/C=C\c3ccccc3F)nc3ccccc3c2=O)cc1OC
  -19%, 3%, 0%[59 µM], 2%, -6, -6%, i, 0%, 1%
5. Cc1ccc(-c2nc(CS(=O)CC(=O)NC3CCCC(C)C3C)c(C)o2)cc1 (stereo not drawn)
  -21%, 2%, 35µM*, 29%, -3, 2%, -7%, -19%, 12%
6. CC(=Nc1ccccc1N)c1c(O)n(C)c(=O)n(C)c1=O
  -7%, 4%, -1%, 43%[activator], -6, 0%, -11%, 12%, -9%
7. COc1ccc(NS(=O)(=O)c2ccc(OCC(=O)N3CCN(C)CC3)cc2)cc1Cl
  -4%, -3%, 79µM*, 57%[activator], -2, 1%, -2%, -19%, -4%
8. CCC(=NCc1ccco1)c1c(O)n(Cc2ccccc2)c(=O)[nH]c1=O
  ?, 6%, ?, 7%, 0, 7%, 2%, 50µM*, 2%
9. Cc1cccc(-n2c(O)c(C)c(=O)[nH]c2=S)c1
  -16%, 7%, /, 33%, -9, -15%, i, ?, -5%
10. CCOC(=O)c1cc2c(cn1)[nH]c1ccccc12
  -7%, -7%, ?, 28%, -1, -1%, i, -11%, 1%
11. N#CC(C#N)=NNc1ccc(S(N)(=O)=O)cc1
  -19%[11.4 µM], 56%[activator], -1%[12.7 µM], 35µM*, -17, /, ?, ?, 9%
12. CC(CC(C)(C)N1CC1)=NNC(=O)Nc1cccc2ccccc12
  -33%, -15%, /, 26%, 6, -1%, -11%, /, /
13. Cc1cccc(OCC(=O)Oc2ccc(Cl)cc2)c1
  139%[activator], 15%, /, 224%[activator], 25, -2%, -7%, /, -7%
14. COc1ccc(NC(=O)c2cn(CCC#N)nc2-c2ccc(OC)c(OC)c2)cc1
  -3%, -4%, 28%, 23%, -1, 0%, -8%, -20%, -5%
15. O=Cc1cn(Cc2ccccc2[N+](=O)[O-])c2ccccc12
  ?, -11%, ?, -19%, -7, -3%, i, ?, 8%
16. Cc1ccc(Cn2cccc(C(=O)Nc3nnc(C)s3)c2=O)cc1
  -13%, ?, ?, 0%, -1, -1%, -6%, 1%, -9%
17. CC(C)c1cccc(C(C)C)c1O
  -24%, 7%&-20%, 27%[12.7 µM], 14%, -2&4&1, 0%, -6%, /, -3%
18. CN=C1CN(O)C(c2ccccc2)c2cc(Cl)ccc2N1 (stereo not drawn)
  -14%, 4%, /, -9%, 13, -2%, -5%, /, 9%
19. CCCCCCn1c(O)c(C(C)=NC)c(=O)[nH]c1=O
  -10%, 10%, 18%[59 µM], 26%, -1, 11%, /, 4%, /
20. ClC1=CCC2CN(CCN3CCCCC3)CC2C1 (stereo not drawn)
  -8%, 17%, 79µM*, 23%, 3, -9%, -12%, 5%, 2%
21. O=C1NC(=O)N(CCNc2ncc(C(F)(F)F)cc2Cl)C(=O)C1Cc1ccc(Cl)cc1 (stereo not drawn)
  -8%, 14%, 50µM*, 20%, -14, 9%, i, -15%, 8%
22. CCN(CC)c1ccc(/C=C2\C(=O)NC(=S)N(c3ccc(OC)cc3OC)C2=O)o1
  -26%, 0%, /, -15%, 0, ?, -4%, /, 79%[activator]
23. CCOC(=O)c1cc(CC)sc1/N=C/c1c(O)[nH]c(=S)[nH]c1=O
  -23%, 18%, ?, -3%, -3, ?, -4%, -15%, 4%
24. COC(=O)N(c1ccc(OC)cc1)P1(=S)OCCC(C)O1 (stereo not drawn)
  79µM*, -4%, ?, ?, -1, -2%, 0%, -29%, 2%
25. Cc1c(C=O)c2ccccc2n1Cc1ccccc1F
  -10%, -3%, /, 28%, 3, -1%, -3%, 7%, 1%
26. NC12CN3CN(CN(C3)C1)C2 (tested in a mixture with another compound)
  -15%, 11%, -30%, 25%, 1, -1%, -5%, -25%, /
27. CN(C)C(=O)Oc1ccc2c(c1)O/C(=C\c1ccc(Cl)cc1)C2=O
  ?, -12%, -47%, 43%[activator], 1, 52%[activator], /, -21%, -1%
28. O=C1NCCOC(=O)[C@H](Cc2ccc(F)cc2)CC/C=C/C[C@H]1CC(=O)N(CCO)Cc1ccccc1
  -14%, 16%, /, 28%, -7, -16%, -6%, /, -16%
29. CCCc1cc(N2CCN(c3cccc(C)c3C)CC2)n2cnnc2n1
  -19%, 3%, -9%[59 µM], 17%, 1, ?, -1%, -13%, 5%
30. Cc1ccccc1Cn1cccc(C(=O)Nc2cc(Cl)ccc2C#N)c1=O
  -11%, -1%, 8%[59 µM], 11%[57 µM], 0, 13%, 0%, 12%, 6%
31. Cc1ccc2nc(NC(=O)c3cccn(Cc4ccc(Cl)cc4)c3=O)sc2c1
  -13%, 1%, 5%[59 µM], 12%[57 µM], -2, -5%, -3%, 13%, 0%
32. Cc1sc2ncnc(N3CCC(C(=O)Nc4ccc(C#N)c(Cl)c4)CC3)c2c1C
  -16%, 3%, -18%[0.501 µM], 35%, 1, 31%[activator], -3%, 4%, -9%
33. CC(C)c1ccc(N2C(=O)NC(=O)/C(=C\c3cnc(-c4ccccc4)nc3)C2=O)cc1
  -12%[11.4 µM], ?, ?, ?, 2, ?, -3%, -29%, -6%
34. O=C1NC(=S)NC(=O)C1=Cc1cccn1-c1ccc(O)cc1
  25µM*, 13%, 7.1µM*, ?, ?, /, ?, -28%, 22%
35. COc1ccccc1N1CCN(C(=O)c2cc3c(-c4ccccc4F)nn(C)c3s2)CC1
  -34%, -18%, ?, 14%, -2, 14%, -1%, /, -3%
36. CNC(=S)NC1CC2CCCC(C1)N2CC(C)C (stereo not drawn)
  -9%, 30%[activator], -15%, 15%, 0, 8%, -3%, 5%, /
37. CC(Cc1ccccc1)NC(=O)CCCCC(=O)NC(C)Cc1ccccc1 (stereo not drawn)
  -15%, 9%, /, 41%[activator], -2, -9%, 1%, 8%, 16%
38. COc1ccc(C(O)CNC(C)C)c(F)c1OC (stereo not drawn)
  -14%, -2%, /, 41%[activator], -2, 10%, 6%, /, /
39. COCc1cc(CN2CCCC(CNC(=O)c3ccc(F)cc3)C2)ccc1OC (stereo not drawn)
  -12%, 5%, 9%, 2%, 1, -8%, -12%, 1%, 6%
40. COc1ccc2[nH]c(C)c(CCNCc3cc(OC)c4c(c3)OCO4)c2c1
  1.3µM*, 23%, ?, ?, 4, ?, -3%, 45µM*, 15%
41. CC(=O)c1ccc(NC(=O)c2sc3nc4c(cc3c2N)N2CCC4CC2)cc1
  -3%, 2%, ?, 36%, -2, -4%, -4%, -15%, ?
42. CCOC(=O)c1ccc(NC(=O)c2c(O)[nH]c(=O)[nH]c2=O)cc1
  -11%, -8%, ?, 20%, 8, 3%, -4%, ?, 2%
43. Cc1cccc(NC(=S)NC2CC3CCC(C2)N3Cc2ccco2)c1C (stereo not drawn)
  -20%, 33%[activator], 8%, 3%, -1, 0%, 4%, 9%[57.1 µM], /
44. CC(C)Oc1ccc(Cc2c(O)[nH]c(=O)[nH]c2=O)cc1
  -15%, 18%, -7%[59 µM], 18%, -2, -6%, /, 2%, /
45. O=C(c1ccc(-c2ccccc2)c(F)c1)C1CCCN(CCO)C1 (stereo not drawn)
  -22%, -5%, -7%, 1%, 0, -8%, -7%, -19%, 8%
46. CCc1cc2c(s1)N(CC(=O)OC)C(=O)CN=C2c1ccccc1OC
  -6%, -10%, 9%, 28%, 2, 4%, 0%, -4%, -7%
47. CCC1(c2ccccc2)C(=O)N(COC)C(=O)N(COC)C1=O
  -7%, 1%&0%, -7%[59 µM], 20%, -2&2, 2%, 3%, -2%, -3%
48. C[C@]12CCC3C(CC[C@H]4C[C@H](O)CC[C@]34C)C1C[C@@H](O)[C@H]2O (stereo partly drawn)
  -5%, -10%, /, 6%, -16, -1%, -8%, /, 1%
49. CC(CC(C#N)(c1ccccc1)c1ccccc1)N1CCOCC1 (stereo not drawn)
  -3%, 0%, /, 36%, -3, 3%, 0%, /, -13%
50. O=C1Nc2ccccc2C(c2ccccc2)=NC1O (stereo not drawn)
  6%, -1%, 18%, 24%, -3, -6%, -8%, -17%, -8%
51. Cc1ccc(/C=C2/Sc3ccc(C(=O)N4CCC5(CC4)OCCO5)cc3NC2=O)cc1
  -21%, 2%, 7%, 4%[57 µM], -2, ?, -2%, -26%, 5%
52. O=[N+]([O-])c1cnc2ccc3ccccc3c2c1
  -33%, -9%, 50µM*, ?, 1, 4%, -4%, ?, 1%
53. O=c1c2ccccc2nc(Cc2ccccc2)n1-c1ccccc1
  18%, 3%, 38%, 28%, -1, -1%, -2%, 11%, -2%

Not all compounds are listed (hit frequency here may not be typical).
